# Compound activity deposited in PubChem BioAssay by National Center for Advancing Translational Sciences (NCATS).
# KCNH2 WT inh – qHTS for Inhibitors of KCHN2 3.1: Wildtype qHTS. Voltage-gated inwardly rectifying potassium channel KCNH2 (Homo sapiens), Q12809. U2OS, BacMam KCNH2, thallium flux FluxOr; active compounds read low. activity change, % at 1.84 µM. hit rate 0.37% among 340,000;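 active = maximum activity change below -70%; inconclusive = maximum activity change between -70% and -50%; inactive = maximum activity change above -50%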; note: % is set by controls: 0 for no effect and ±100 for the full control effect
#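 U2OS cells transduced with wild-type KCNH2 virus are loaded with FluxOr dye for 45 min, and thallium flux is measured in kinetic reads before and after stimulation buffer. Rate constants are normalized to DMSO controls.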
# FBPA coupling cs – qHTS Assay for Inhibitors of Fructose-1,6-bisphosphate Aldolase from Giardia Lamblia: Coupling assay counterscreen | coupling enzyme system counterscreen, AmpLite Red fluorescence | activity change, negative = inhibition, % at 58.2 µM, hits read low | hit rate 0.67% among 290,000 | AID 2472, 2010; in the data active = activity change below about -30%; note: % is set by controls: 0 for no effect and ±100 for the full control effect
#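 Compounds tested against the coupling enzymes alone at 57.5 uM final; readout was AmpLite Red fluorescence (525/598 nm) after 20 min at RT.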
# MBNL1-CUG inh – qHTS Assay for Inhibitors of MBNL1-poly(CUG) RNA binding. hit rate 0.036% among 280,000. Muscleblind-like protein 1 (Homo sapiens), Q9NR56. TR-FRET MBNL1-His/biotin-(CUG)12 binding, 665/545 ratio. Potency, µM (series often up to 57.5 µM), for inactives: at the top dose activity change, negative = inhibition, actives largely listed as inhibitors. AID 2675, 2010; active = well fitted inhibition curve with a large enough effect in the signal ratio, with a control signal flat, not every such curve was filed as active; inconclusive = small, poorly fitted or top-dose-only effect, or effect the other way, or a change in a side signal; inactive = no such curve, though single readings can be large or run the other way; the % refers to the signal ratio; note: potency is the fitted concentration of half-maximal effect; % is set by controls: 0 for no effect and ±100 for the full control effect
#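 Ratiometric TR-FRET (665 over 545 nm, excitation 340 nm) tracks disruption of MBNL1-His/biotin-(CUG)12 complex after 60 min at room temperature, with compounds at 92 nM to 58 uM final.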
# GALK inh – qHTS Assay for Inhibitors of Human Galactokinase (GALK) | Purified GALK, Kinase-Glo residual ATP luminescence | Potency, µM (doses to about 57.5 µM), for the others: top-dose activity change, negative = inhibition, actives largely listed as inhibitors | hit rate 0.007% among 270,000; note: potency is the fitted concentration of half-maximal effect; % is set by controls: 0 for no effect and ±100 for the full control effect
# Target sequence (P51570 whole entry, looked up): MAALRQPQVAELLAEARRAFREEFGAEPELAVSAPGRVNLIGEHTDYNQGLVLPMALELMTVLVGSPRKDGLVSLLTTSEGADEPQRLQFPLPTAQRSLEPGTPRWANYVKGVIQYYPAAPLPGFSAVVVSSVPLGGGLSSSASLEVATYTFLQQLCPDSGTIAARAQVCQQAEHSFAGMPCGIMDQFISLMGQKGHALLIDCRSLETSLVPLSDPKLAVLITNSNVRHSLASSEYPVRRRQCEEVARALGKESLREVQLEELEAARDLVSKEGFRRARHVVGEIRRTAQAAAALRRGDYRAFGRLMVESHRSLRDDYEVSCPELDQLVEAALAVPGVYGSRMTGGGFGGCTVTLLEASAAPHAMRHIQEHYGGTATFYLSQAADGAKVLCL
#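 Quantitative HTS: GALK 5 nM, ATP 35 uM, galactose 100 uM, 1 h room temperature, then luciferase-based ATP detection.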
# KCNH2 3.1 block – qHTS for Inhibitors of KCHN2 3.1: Mutant qHTS | hit rate 0.95% among 340,000 | AID 720553, 2013 | U2OS KCNH2 3.1, thallium flux FluxOr; active compounds read low | Potassium voltage-gated channel subfamily H member 2, brain isoform KCNH2 3.1 (human) | activity change, % (tested at about 1.8 µM);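 active = maximum activity change below -70%; inconclusive = maximum activity change from -70% to -50%; inactive = maximum activity change above -50%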;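 note: thallium influx rate constant from kinetic fluorescence after stimulation buffer; % is set by controls: 0 for no effect and ±100 for the full control effect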
#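 FluxOr-based Tl+ influx in U2OS cells transduced with KCNH2 3.1 virus; rate constants normalized to DMSO controls.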
# TRPV1 ag – HTS Assay for Compounds that Act as Agonists of the Vanilloid Receptor 1; Transient receptor potential cation channel subfamily V member 1 (Homo sapiens), Q8NER1; TRPV1-expressing cells, Fluo-8 calcium influx, agonist mode; activation, % at 8.33 µM; hit rate 0.19% among 320,000; AID 540275, 2011; in the data active = activation above about 80%; inconclusive = between about 30% and that limit; note: 0% is about no effect
#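 Fluo-8 calcium influx in TRPV1-expressing cells, kinetic read (ex 480/em 520 nm). Compound added and read 3 min for agonist activity, followed by capsaicin at EC20 final and 2 min further read for enhancement.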
# A-T KAP1 phos – qHTS Assay for Identifying a Potential Treatment of Ataxia-Telangiectasia | AID 485349, 2010 | Potency, µM (top dose mostly 57.5 µM), inactives show at the highest dose activation, most hits filed as activators | […] A-T fibroblasts, KAP-1 phosphorylation AlphaLISA; neocarzinostatin DNA damage 30 min before lysis | hit rate 0.19% among 320,000; note: potency is the fitted concentration of half-maximal effect; % of control where 0% means no effect; nearly all actives have a fitted effect of over 45% in size
#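 ATM-like activity read as KAP-1 phosphorylation via AlphaLISA donor/acceptor antibody pairs after lysis and 6 hr at 25C. Cells were ATM-null patient fibroblasts ([…], hTERT), dosed 60 min, then exposed to the DSB inducer NCS for 30 min.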
# S-ASM inh – Inhibitors of Secretory Acid Sphingomyelinase (S-ASM): qHTS; Sphingomyelin phosphodiesterase (Homo sapiens), P17405; placental ASM, HMU-PC fluorogenic substrate, 60 min; Potency, µM (top dose mostly 57.5 µM), for the others: top-dose activity change, negative = inhibition, most hits filed as inhibitors; hit rate 0.006% among 340,000; AID 504937, 2011; note: potency is the fitted concentration of half-maximal effect
# Target sequence (P17405 47-631 limits assumed): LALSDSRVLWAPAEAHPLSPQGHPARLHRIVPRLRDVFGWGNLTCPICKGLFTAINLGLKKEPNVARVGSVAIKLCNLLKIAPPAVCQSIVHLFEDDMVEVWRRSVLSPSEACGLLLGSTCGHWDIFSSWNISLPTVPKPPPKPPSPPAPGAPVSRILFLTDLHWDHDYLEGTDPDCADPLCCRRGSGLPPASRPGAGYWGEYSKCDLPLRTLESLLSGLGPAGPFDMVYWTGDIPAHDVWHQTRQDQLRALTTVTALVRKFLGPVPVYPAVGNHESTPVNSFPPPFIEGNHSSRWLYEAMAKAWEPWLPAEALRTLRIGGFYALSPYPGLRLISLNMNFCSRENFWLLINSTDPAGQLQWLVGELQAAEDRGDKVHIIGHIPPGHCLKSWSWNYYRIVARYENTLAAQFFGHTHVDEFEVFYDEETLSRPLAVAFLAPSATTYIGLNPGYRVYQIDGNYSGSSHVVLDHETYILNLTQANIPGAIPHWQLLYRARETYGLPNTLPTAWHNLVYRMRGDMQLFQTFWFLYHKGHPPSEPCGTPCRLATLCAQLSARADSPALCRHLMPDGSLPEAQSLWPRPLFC
#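 Fluorescence read-out (Ex 386 nm, Em 447 nm) after stopping the reaction at pH 10. Enzyme: ASM from human placenta; substrate HMU-PC0, 9 uM final; 60 min, 37 °C. Compound preincubation 10 min, ambient temperature.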
# a7 integrin act – qHTS for Activators of Integrin-Mediated Alleviation for Muscular Dystrophy | hit rate 0.064% among 350,000 | Potency, µM (titrated, usually from 38.3 µM), without a hit: at the top dose activation, actives largely listed as activators | AID 624291, 2012 | alpha7betagal myoblasts, beta-gal FDG fluorescence, 48 h;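 note: potency is the fitted concentration of half-maximal effect; 100% = response of the positive control SU9516; nearly all actives have a fitted effect of over 60% in size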
#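 Alpha7betagal+/- myoblasts (passage 13) were plated 16-24 hr, then exposed to compounds (1:260 dilution of DMSO stock) for 48 hours at 37C. After MPER lysis, β-galactosidase reporter activity was read as FDG fluorescence (ex 480/em 540) after 30 minutes.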
# MLL CXXC-DNA inh – qHTS Fluorescence Polarization Assay for Inhibitors of MLL CXXC domain - DNA interaction | Potency, µM (titrated, usually from 115 µM), for the others: at the top dose activity change, negative = inhibition, most hits filed as inhibitors | hit rate 0.037% among 290,000 | MLL-CXXC / FITC-HOXA9 DNA fluorescence polarization; active = well fitted inhibition curve with a large enough effect in the polarisation, with a control signal flat, not every such curve was filed as active; inconclusive = small, poorly fitted or top-dose-only effect, or effect the other way, or a change in a side signal; inactive = no such curve, though single readings can be large or run the other way; the % refers to the polarisation; note: potency is the fitted concentration of half-maximal effect
#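 Purified MLL-CXXC (added from a 7 uM solution) was preincubated 5 min at ambient with pinned compounds in 50 mM Tris-HCl pH 7.5, 50 mM NaCl, 1 mM DTT, 0.05% BSA. Fluorescein-labeled HOX-A9 DNA (50 nM solution) followed, 30 min, then polarization read.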
# Numbers without * were called inactive; ? = inconclusive; · = no result given; & = joins results of further samples; [ ] = remark or other dose. Unless noted, calls come from the whole dose curve; as a rule, active = well fitted curve in the direction sought with a large enough effect; inconclusive = small, poorly fitted or top-dose-only effect, or another doubt; inactive = no such curve, though single readings can be large; an effect the other way counts as inactive or inconclusive.
item	molecule	MBNL1-CUG inh	a7 integrin act	MLL CXXC-DNA inh	FBPA coupling cs	A-T KAP1 phos	GALK inh	KCNH2 3.1 block	S-ASM inh	TRPV1 ag	KCNH2 WT inh
1	CC(=O)Nc1c(Nc2ccccc2)c2ccccc2oc1=O	-1.4%	5.4%	-7.0%	1.6	-3.2%	6.5%	-1.9	-3.1%	-1.0	6.6
2	COc1cc(Cn2nnc3ccccc32)ccc1O	-5.7%	-9.2%	-5.8%	0.3	3.0%	3.5%	-3.7	6.6%	6.1	-9.7
3	CCN(CC(=O)Nc1ccccc1C(F)(F)F)C(=O)C1CSC2(C)CCC(=O)N12 (configuration not stated)	·	0.0%	·	·	9.3%	·	-4.7	0.7%	-2.4	-0.5
4	Cc1ccc(N2C(N)=NC(N)=NC2(C)C)c(C)c1	1.0%	-18.7%	-13.3%	-2.6	2.3%	0.1%	3.7	0.0%	-4.3	-3.6
5	O=C(NC1CCCC1)C(c1ccncc1)N(C(=O)c1csnn1)C1CCCC1 (configuration not stated)	-0.3%	-6.4%	-0.6%	0.9	-0.6%	1.6%	-1.7	3.4%	8.3	0.5
6	NNC(=O)CC1=NNC(=O)C1	·	2.3%	·	·	·	·	-20.4	4.7%	·	-2.8
7	Cc1ccc(C)c(S(=O)(=O)N2CCCOC2CNC(=O)C(=O)NCc2ccccc2)c1 (configuration not stated)	-5.6%	-6.3%	0.2%	·	-4.4%	-5.4%	1.2	0.2%	0.3	8.7
8	O=C(Nc1ccc(N2CCCC2)cc1)c1ccccc1F	13.2%	10.4%	12.7%	-10.9	-1.1%	0.0%	1.1	-4.1%	?	-23.0
9	COc1ccc(S(=O)(=O)N2CCN(C)CC2c2ccccc2)cc1 (configuration not stated)	·	5.0%	·	·	-6.8%	·	-14.0	3.4%	0.3	-3.0
10	NC(=O)c1nsc(C(=O)N(c2cccc(F)c2)C(C(=O)NCC2CCCO2)c2ccc3ncccc3c2)c1N (configuration not stated)	?	0.8%	3.8%	-1.4	8.5%	-1.0%	-9.3	223.6%[activator][11.5 µM]	-0.4	0.3
11	COc1ccc(N=C2S/C(=C\c3ccc(C)o3)C(=O)N2CC(C)C)cc1	-10.3%	0.0%	1.5%	-2.5	·	0.1%	-16.1	-25.7%	16.2	-1.4
12	CCN(CC(=O)N1CCCCCC1)S(=O)(=O)c1ccc(C)cc1	0.0%	?	-3.8%	0.8	5.3%	3.2%	6.6	0.2%	-0.4	-6.8
13	CN1CCN(/N=C/c2c3ccccc3c(Cl)c3ccccc23)CC1	19.6%	-54.3%[inhibitor]	-3.1%	-0.1	9.0%	14.0%	-7.0	-10.4%	17.5	-5.8
14	C=C(C)Cn1c(-c2ccncc2)n[nH]c1=S	·	-1.8%	-3.7%	2.6	-0.6%	2.7%	-25.0	7.7%	1.5	2.6
15	CCC12CN3CCN(CC(C3)/C1=N\NC(=O)Nc1ccccc1)C2	6.3%	?	-2.8%	1.7	12.6%	-0.9%	-2.5	-1.1%	-1.2	2.8
16	Cc1cnc(C(=O)OCc2nc3ccccc3o2)cn1	·	4.4%	·	·	4.5%	·	0.1	3.9%	·	-2.9
17	Cc1ccc2cc(CN(CCCN(C)C)C(=S)NCc3ccccc3)c(=O)[nH]c2c1C	-9.9%	18.1%	1.7%	-2.7	10.1%	-0.7%	-18.7	-2.5%	9.6	24.6
18	O=C1c2ccccc2C(=O)N1C/C=C/CN1C(=O)c2ccccc2C1=O	-1.3%	·	-0.5%	-0.7	12.3%	0.4%	·	·	-0.6	·
19	O=C(CSc1ncnc2ccccc12)Nc1cccc(S(=O)(=O)N2CCCC2)c1	3.0%	13.8%	-4.2%	2.9	0.5%	-1.6%	19.6	?	1.3	3.0
20	CCOC(=O)C(CCc1nnc(N)s1)C(=O)OCC	0.7%	7.8%	1.3%	1.9	6.4%	0.8%	-4.6	2.5%	-0.4	5.7

item	molecule	MBNL1-CUG inh	a7 integrin act	MLL CXXC-DNA inh	FBPA coupling cs	A-T KAP1 phos	GALK inh	KCNH2 3.1 block	S-ASM inh	TRPV1 ag	KCNH2 WT inh
21	O=C(c1cccc(NS(=O)(=O)c2ccccc2)c1)N1CCN(c2ccccc2)CC1	·	-4.8%	·	·	9.9%	·	5.4	1.5%	2.3	-6.4
22	CCCN(CCC)CCSc1nc(O)c(C(C)C)c(=O)[nH]1	-8.1%	-14.8%	-0.6%	1.3	12.2%	1.6%	11.5	-1.9%	-1.5	5.4
23	CC(C)(Oc1ccc(Cl)cc1)C(=O)NCCN1C(=O)S/C(=C/c2cccnc2)C1=O	?	8.3%	11.1%	4.3	11.5%	0.2%	-4.0	-10.7%	2.4	10.1
24	O=C(CSc1nnc(-c2cccs2)n1C1CC1)NCC1CCCO1 (configuration not stated)	·	33.3%	·	·	-1.5%	·	1.3	2.5%	-5.1	-4.3
25	Cc1cc(C)c(S(=O)(=O)N2CCN(S(=O)(=O)N3CCCCCC3)CC2)c(C)c1	-6.8%	43.8%	-1.8%	3.2	11.3%	0.0%	5.4	-1.4%	-7.1	4.0
26	Fc1ccccc1CCNc1c2c(nc3ncnn13)CCCC2	2.2%	-10.9%	-16.3%	3.0	-0.9%	1.0%	-2.4	1.0%	-0.5	0.2
27	COc1ccc(OC)c(NC(=S)NCc2cccnc2)c1	-0.2%	10.7%	7.1%	4.8	0.2%	2.4%	-15.4	3.8%	-2.0	0.5
28	O=C(OCCN1C(=O)c2ccccc2C1=O)c1cc2ccccc2o1	9.1%	31.0%	3.6%	-0.3	-1.7%	-0.6%	-27.5	-8.7%	6.2	-2.3
29	Cc1nc(Oc2ccccc2)c2ccccc2n1	14.7%	15.3%	12.5%	3.0	1.4%	0.0%	-1.3	3.7%	2.8	-0.4
30	COc1ccc(OCC(=O)Nc2ccccc2Cl)cc1	6.2%	13.0%	8.9%	3.4	-1.4%	10.0%	-6.7	1.6%	?	-7.1
31	Cc1ccc(CN(c2ccc(C(=O)Nc3ccc4c(c3)OCO4)cc2)S(C)(=O)=O)cc1	8.9%	12.6%	3.7%	-2.1	1.4%	1.5%	-4.3	-9.9%	?	-1.7
32	COc1ccc(OCc2cc(C(=O)N3CCCCCC3)no2)c(Cl)c1	-2.8%	-9.3%	3.1%	·	9.5%	-1.2%	5.6	-0.4%	7.4	-18.4
33	COc1cc(/C=N/NC(=O)C[n+]2ccccc2)cc(OC)c1OC(C)=O	-0.7%	-3.3%	-0.7%	-2.7	11.5%	-1.4%	0.1	-1.8%	2.1	-10.2
34	Cc1oc(-c2ccc(Cl)cc2)nc1CS(=O)CC(=O)NC1CC1 (configuration not stated)	-0.3%	-3.0%	2.8%	·	13.7%	1.7%	11.4	-5.0%	2.0	-15.1
35	COC(C(=O)N1CCC(CCC(=O)Nc2ccccc2)CC1)c1ccccc1 (configuration not stated)	0.5%	14.6%	4.2%	·	2.8%	-5.2%	10.7	3.2%	3.6	2.4
36	CC1(C)CC[C@]2(C(=O)O)CC[C@]3(CO)C(=CCC4[C@@]5(C)C[C@H](O)[C@H](O)[C@@](C)(C(=O)O)C5CC[C@]43C)[C@@H]2C1 (some centres not stated)	·	18.4%	·	·	25.6%	·	-4.0	-7.7%	·	9.1
37	CCOC(=O)CN1C(=O)N[C@@H](c2ccc(Br)cc2)C(C(=O)OC)=C1C	9.1%	25.7%	4.0%	-0.4&4.3	38.7%	0.5%	16.6	-2.5%	0.1	-4.5
38	Cc1ccc(C2(C)NC(=O)N(CC(=O)Nc3ccc4c(c3)OCO4)C2=O)cc1 (configuration not stated)	1.8%	-19.6%	2.1%	-0.4	0.8%	0.5%	4.2	0.0%	12.3	10.2
39	O=C(/C=C/c1cccc([N+](=O)[O-])c1)c1ccco1	15.4%	0.9%	-4.3%	-0.4	6.7%	-1.4%	6.1	-9.3%	9.8	-3.3
40	CCN(CC)c1ccc(C(=O)OCC(=O)Nc2cccc(S(=O)(=O)NC3=NCCCCC3)c2)cc1	5.7%	-31.3%	-4.4%	0.1	-3.3%	1.7%	-6.4	-5.8%	0.5	1.8
41	O=C(N=C1N=C2C=CC=CN2Cc2ccccc21)c1ccc(S(=O)(=O)N2CCCC2)cc1	-6.2%	16.8%	-6.2%	-1.2	29.8%	-2.6%	2.9	8.6%	-5.5	0.4
